# IL2 activator – IL-2 activation; IL-2 activation reporter assay, cell-based qHTS; stimulated with anti-CD3/CD4/CD28 beads; in transgenic mouse T cells; activation, % (series mostly up to about 46 µM); 360,000 tested, 0.065% active; in the data active = activation above about 50%; inconclusive = mostly about 30% to 49%; note: 0% is about no effect
#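 Quantitative HTS in unstimulated transgenic mouse T cells, with memory T cells as non-tolerant control and PMA/ionomycin as tolerance-bypass control. Compound pretreatment lasted 60 minutes before 18 h bead stimulation; EGFP/DsRed fluorescence read.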
# PLK1 PBD inh – PLK1 (human) polo-box domain binding inhibition; P53350; Plk1 PBD binding of FITC phosphopeptide, fluorescence polarization; Potency, µM, without a hit: max response, negative = inhibition, usual class: inhibitors; 360,000 tested, 2.8% active; note: potency is the fitted concentration of half-maximal effect; series mostly up to about 57 µM; % is set by controls: 0 for no effect and ±100 for the full control effect; nearly all actives have a fitted effect of over 65% in size
# Target sequence (P53350 whole entry, looked up, the tested form may be a part): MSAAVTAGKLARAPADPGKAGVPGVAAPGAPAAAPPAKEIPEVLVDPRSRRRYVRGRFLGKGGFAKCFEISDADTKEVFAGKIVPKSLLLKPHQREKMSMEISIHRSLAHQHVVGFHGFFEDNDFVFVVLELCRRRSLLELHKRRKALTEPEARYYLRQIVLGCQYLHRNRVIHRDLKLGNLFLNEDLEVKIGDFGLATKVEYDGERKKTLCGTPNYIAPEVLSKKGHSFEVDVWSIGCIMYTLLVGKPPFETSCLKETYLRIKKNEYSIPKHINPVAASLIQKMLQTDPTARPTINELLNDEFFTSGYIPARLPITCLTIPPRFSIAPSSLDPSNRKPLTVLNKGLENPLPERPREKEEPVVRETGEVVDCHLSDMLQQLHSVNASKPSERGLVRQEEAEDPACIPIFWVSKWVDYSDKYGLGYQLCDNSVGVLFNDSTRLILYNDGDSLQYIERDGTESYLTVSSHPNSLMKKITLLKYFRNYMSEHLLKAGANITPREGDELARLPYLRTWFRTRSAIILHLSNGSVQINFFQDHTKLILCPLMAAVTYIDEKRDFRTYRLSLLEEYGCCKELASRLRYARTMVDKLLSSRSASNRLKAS
# WRN inhibitor – blocks human WRN helicase. WRN helicase unwinding, fluorescent forked duplex, kinetic. AID 651768. 360,000 tested, 0.46% active. Q14191. Potency, µM (highest dose often 114 µM), for inactives: at the top dose activity change, negative = inhibition, most hits filed as inhibitors; note: potency is the fitted concentration of half-maximal effect; % is set by controls: 0 for no effect and ±100 for the full control effect; nearly all actives have a fitted effect of over 55% in size
#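 Enzyme (20 nM final) and test compound sit together 15 min at room temperature before substrate addition. Substrate is a single-forked duplex oligonucleotide (100 nM) labelled with fluorophore and quencher, with 2 mM ATP; helicase unwinding raises red fluorescence, read kinetically.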
# EPAC1 antag – antagonists of human EPAC1; 360,000 tested, 0.14% active; AID 720709; Potency, µM (highest dose often 115 µM), inactives show top-dose activity change, negative = inhibition, usual class: inhibitors; O95398; EPAC1 GEF assay, Rap1b-BODIPY-GDP exchange fluorescence;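 note: potency is the fitted concentration of half-maximal effect; plate controls were vehicle for no effect and positive control for full effect; nearly all actives have a fitted effect of over 50% in size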
# EPAC1 agonist – EPAC1 (human) agonism | EPAC1 agonist qHTS, biochemical assay; response scale: 100% = response to 6.5 mM cAMP | Potency, µM (doses to about 154 µM), for inactives: top-dose activation, actives largely listed as activators | 360,000 tested, 0.073% active; note: potency is the fitted concentration of half-maximal effect; nearly all actives have a fitted effect of over 60% in size
#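 Read-out is the fluorescence drop as BODIPY-GDP leaves Rap1B (480 nm excitation, 540 nm emission), recorded every 5 minutes over 30 minutes. Reactions held 100 nM EPAC1, 250 nM Rap1B–BODIPY-GDP and 50 uM GDP, with 6.5 mM cAMP setting full activation.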
# Abeta rescue – restores growth of yeast expressing A-beta42 peptide; yeast expressing A-beta42, growth rescue, OD600, 48 h; response scale: 0% DMSO, 100% iron-clioquinol control; Potency, µM (doses to about 46.1 µM), for the others: at the top dose growth rescue, hits mostly activators; 410,000 tested, 0.063% active; AID 1347071; note: potency is the fitted concentration of half-maximal effect; nearly all actives have a fitted effect of over 55% in size
#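 Growth rescue measured by 600 nm absorbance after 48 h yeast culture at 30 C with compound. Values normalized between DMSO and an equimolar ferric chloride plus clioquinol control.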
# PI5P4Ka inh – blocks human PI5P4K alpha kinase activity; P48426; PI5P4Kalpha enzyme, ADP-Glo luminescence, 60 min; active compounds read low; max response, %; 330,000 tested, 1.2% active; AID 652105; active = max response of -50% or lower; inconclusive = between -30% and -50%; inactive = -30% or higher; note: value at the top dose of about 77 µM; % is set by controls: 0 for no effect and ±100 for the full control effect
# Target sequence (P48426 whole entry, looked up): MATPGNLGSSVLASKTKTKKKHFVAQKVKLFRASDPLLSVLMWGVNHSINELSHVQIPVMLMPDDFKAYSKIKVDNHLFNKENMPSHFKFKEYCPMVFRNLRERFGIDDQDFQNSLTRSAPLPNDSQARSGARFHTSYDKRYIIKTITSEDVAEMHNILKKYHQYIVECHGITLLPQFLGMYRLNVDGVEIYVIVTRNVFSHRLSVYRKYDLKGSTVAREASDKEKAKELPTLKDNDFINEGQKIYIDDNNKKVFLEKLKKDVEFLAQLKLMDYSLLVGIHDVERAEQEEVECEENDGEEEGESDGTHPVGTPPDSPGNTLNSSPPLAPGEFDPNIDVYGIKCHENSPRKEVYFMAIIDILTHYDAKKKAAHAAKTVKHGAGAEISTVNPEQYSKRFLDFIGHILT
#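 Single end-point luminescence (ADP-Glo) quantified ADP from PI5P4Kalpha turnover; ATP 5 microM final, 1 h at RT, 0.1% CHAPS and 0.28 mM EGTA in HEPES pH 7.4.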
# FUS suppressor – suppressors of FUS proteinopathy in yeast. Potency, µM (doses to about 76.6 µM), without a hit: at the top dose growth rescue (activation), most hits filed as activators. 390,000 tested, 0.24% active. S. cerevisiae FUS-expressing, growth rescue, OD600, 24 h. AID 1347120;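 note: potency is the fitted concentration of half-maximal effect; plate controls were DMSO vehicle for no effect and reference control for full effect; nearly all actives have a fitted effect of over 55% in size; some results filed as inactive show a strong effect at the top dose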
#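 Read-out: OD at 600 nm after 24hr at 30C, reporting rescue of FUS-induced yeast toxicity. Cells at OD 0.005 in galactose (2%) minimal medium; compounds tested in a dilution series; CP55940 titration from 92uM final as control.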
# Numbers without * were called inactive; ? = inconclusive; · = no result given; [ ] = remark or other dose. Unless noted, calls come from the whole dose curve; as a rule, active = well fitted curve in the direction sought with a large enough effect; inconclusive = small, poorly fitted or top-dose-only effect, or another doubt; inactive = no such curve, though single readings can be large; an effect the other way counts as inactive or inconclusive.
SMILES,IL2 activator,PLK1 PBD inh,WRN inhibitor,EPAC1 antag,EPAC1 agonist,Abeta rescue,PI5P4Ka inh,FUS suppressor
O=C(c1ccco1)N1CCN(C(=O)c2ccccc2OC(=O)C23CC4CC(CC(C4)C2)C3)CC1,0.2,-1%,-9%,-18%,0%,-41%[inhibitor],-7,38%
CCc1nc(SCC(=O)c2ccc3c(c2)OCCO3)c2ccccc2n1,-1.0,-18%,-4%,-5%,16%,-42%[inhibitor],·,37%
N#C/C(C(=O)c1ccccc1)=C1/CCCCCN1,0.4,-7%,-2%,0%,4%,-6%,0,-4%
Cc1ccccc1N1C(=O)C(Oc2ccc(Cl)cc2)C1CNCC1CCCO1 (centres undefined),0.8,-3%,8%,-8%,1%,1%,9,-11%
CCCOc1ccc(CN(C(=O)c2cccc(OC)c2)C2CCS(=O)(=O)C2)cc1 (centres undefined),-1.2,-9%,-2%,-8%,-9%,7%,2,13%
Brc1ccc(CSc2ccc(-c3ccco3)nn2)cc1,7.4,-21%,-18%,-15%,2%,0%,?,8%
CC(C)OC(=O)/C(=C\c1ccccc1)NC(=O)c1ccccc1,-1.0,-6%,5%,-29%,7%,3%,5,-24%
Cc1nc2c(OCc3cc(Cl)cc(Cl)c3)cccn2c1N(C)C(=O)CCC1CCCC1,-0.8,-10%,-4%[57.1 µM],-17%,3%,-19%,-4,?
O=C(O)CCn1[nH]c(=O)ccc1=O,3.8,-3%,6%[57.1 µM],-23%,0%,-4%,1,-4%
CCOC(=O)c1sc(NC(=O)CSc2nnc(-c3ccc(OC)cc3)n2CCOC)nc1C,-0.3,-2%,-2%,3%,1%,-2%,6,31%
CC(C)OC(=O)N(C)C[C@@H]1OCc2cnnn2CCCC(=O)N([C@H](C)CO)C[C@H]1C,-2.1,-13%,-3%,-14%,-1%,-10%,3,-19%
CCCC(=O)NC(=S)Nc1ccccc1C(F)(F)F,0.9,-7%,0%,-17%,2%,15%,·,14%
CC(=O)Nc1ccc(NS(=O)(=O)c2ccccc2)c2ccccc12,1.5,-8%,-1%,4%,4%,-4%,2,6%
CCOC(=O)N1CCC(NC(=O)c2cc3sccc3n2CC)CC1,-0.8,-8%,-7%,-13%,2%,?,·,?
Cc1ccc(C(=O)NCC(=O)N2CCN(c3ccccc3O)CC2)s1,-1.4,-23%,1%,-18%,-5%,2%,-9,?
Cc1cc(=O)[nH]c2ccc(S(=O)(=O)N3CCOCC3)cc12,-0.5,2%,7%,-18%,4%,4%,1,11%
NC(=O)Cn1nc(C(F)(F)F)c2c1CCCC2,2.2,3%,-3%,-8%,8%,-7%,5,1%
CSc1nc2ccc(NS(=O)(=O)c3ccc(CNC(C)=O)cc3)cc2s1,0.4,2%,0%,11%,4%,-1%,-2,11%
COCCNC(=O)c1ccccc1NC(=O)CSc1ccc(C)cc1,-1.0,-3%,-3%,0%,7%,-5%,-2,-13%
CCN1CCN(Cc2ccc(NC(=O)c3ccc(C)c(NC(=O)c4cccc(-c5cn[nH]c(=O)c5)c4)c3)cc2C(F)(F)F)CC1,1.0,4%,11%,-7%,-4%,-11%,0,29%
COCCn1c(SCC(=O)NCC2CCCO2)nc2c(c1=O)SCC2 (centres undefined),-1.1,-5%,-17%,13%,-6%,18%,9,7%
CCN(CC)S(=O)(=O)c1cccc(NC(=O)CN2C(=O)NC3(CCOc4ccccc43)C2=O)c1 (centres undefined),0.0,1%,-20%,-1%,-3%,1%,8,8%
Cc1cc(C)n(-c2ccc(C(=O)OCC(=O)Nc3ccc([N+](=O)[O-])cc3)cc2)n1,1.5,1%,-7%,-9%,-1%,16%,4,·
c1ccc(CSC2=NCCS2)cc1,0.5,-10%,0%,-6%,8%,1%,-5,6%
N#Cc1ccc(C(=O)NC23CC4CC(CC(C4)C2)C3)cc1,-4.6,1%,3%,-20%,-1%,-13%,-7,10%
CC1CCC2(CC1)NC(=O)N(CC(=O)N1CCN(C(=O)c3cccs3)CC1)C2=O (centres undefined),2.0,-6%,-2%,-11%,9%,-5%,-1,-18%
COc1ccc(N(C(=O)c2snc(C(N)=O)c2N)C(C(=O)NC2CCCC2)c2cc(OC)ccc2OC)cc1 (centres undefined),-2.3,-13%,1%,-18%,8%,-4%,-5,39%
CCCCn1cnc2c(SCc3ccccc3)nc(N)nc21,-0.8,-25%,-3%,3%,2%,29%,1,10%
CCCNC(=O)c1ccc2c(c1)nc(C)n2-c1cccc(Cl)c1,-1.8,-8%,-8%,-21%,-13%,-13%,0,-35%[inhibitor]
COc1cccc(/C=C/C(=O)OCC(=O)NC(=O)NC2CCCC2)c1,-0.4,-6%,-3%,-15%,-8%,3%,-7,?
CCOC(=O)c1cc(CC)sc1NC(=O)CSc1nc2ccccc2c(=O)n1Cc1ccco1,-0.6,-14%,10%,6%,0%,-6%,-5,·
O=C(Nc1ccc(Br)cc1)c1cnccn1,2.9,-2%,-12%,-4%,0%,-15%,·,3%
COc1ccc2sc(N(CCCN(C)C)C(=O)c3ccc(S(=O)(=O)N4CCCc5ccccc54)cc3)nc2c1,-1.3,-10%,-14%,-18%,17%,23%,0,?
NC(=O)CSc1nnnn1-c1ccc2c(c1)OCCO2,0.3,-9%,6%,1%,6%,8%,-3,-11%
Cn1c(=O)[nH]c(=O)c2c1nc(CN1CCN(c3ccc(F)cc3)CC1)n2CCCc1ccccc1,0.1,-1%,3%,3%,9%,18%,·,13%
COc1ccc(S(=O)(=O)N2CCCOC2CNC(=O)C(=O)NCc2ccccc2F)cc1C (centres undefined),-0.9,-1%,9%,2%,-5%,-16%,0,-3%
FC(F)(F)c1ccccc1Cc1c(-c2ccccc2)nc2c3ccccc3ccn12,0.0,5%,-8%,-17%,1%,13µM*,20,11%
COCCCN1C(=O)c2ccc(C(=O)NCc3ccccn3)cc2C1=O,-0.3,3%,2%,-4%,0%,0%,-2,-32%
Cc1ccc2cc3cc(C(=O)NC4CCCCC4)oc3nc2c1,0.7,-6%,0%,-28%,-8%,3%,1,-4%
COc1cccc(NC(=S)N(CCc2c(C)[nH]c3ccc(C)cc23)Cc2cccs2)c1,-3.1,-11%,-3%,-20%,-5%,4%,5,?
O=C(CN1C(=O)S/C(=C\c2ccc(F)cc2)C1=O)NCCCn1ccnc1,-2.1,-7%,-8%,12%,11%,3%,3,18%
CC1CC(OCC(O)C[N+]2(C)CCOCC2)CC(C)(C)C1 (centres undefined),-1.0,-15%,-5%,2%,5%,6%,1,2%
CCc1ccc(S(=O)(=O)NCC2(N3CCOCC3)CCCCC2)cc1,-0.4,5%,-4%,10%,1%,-1%,-4,?
CC1CN(S(=O)(=O)c2cccc(C(=O)NCc3ccc4c(c3)OCO4)c2)CC(C)O1 (centres undefined),-1.3,-3%,-4%,-25%,11%,8%,-2,12%
CC(=O)c1ccc(S(=O)(=O)Nc2cc3c(cc2C(C)=O)OCO3)cc1,0.6,-13%,0%,-2%,-1%,-4%,-11,4%
CCOc1ccccc1C1c2[nH]c3ccccc3c2C[C@H]2C(=O)N(C3CCN(Cc4ccccc4)CC3)CC(=O)N12 (some centres undefined),-4.8,-10%,5%,5%,20%,-2%,-4,?
COc1ccc(NC(C)=O)cc1NC(=O)c1ccc(Cl)cc1,0.2,-3%,14%,0%,-2%,6%,-1,-19%
Cc1ccc(C(O)(C(=O)NNS(=O)(=O)c2ccc(C)cc2)c2ccc(C)cc2)cc1,0.2,2%,-24%[57.1 µM],12%,3%,19%,4,30%
CCCCn1nc(C(=O)NC2CCCCC2)c2ccccc2c1=O,-4.6,-8%,13%,-25%,-5%,-9%,3,4%
Cc1ccccc1Cn1c(=O)n(CCCC(=O)NCc2ccco2)c(=O)c2sccc21,-0.6,-5%,-6%,-7%,8%,8%,·,?

# (continued)
SMILES,IL2 activator,PLK1 PBD inh,WRN inhibitor,EPAC1 antag,EPAC1 agonist,Abeta rescue,PI5P4Ka inh,FUS suppressor
Cc1noc(NS(=O)(=O)c2ccc(NC(=O)CSc3nc4c(cc3C#N)CCCC4)cc2)c1C,0.1,?,1%,4%,-17%,-2%,1,-7%
CC(=O)c1cccc(NC(=O)N2CCC(NC(=O)C3CCCCC3)CC2)c1,2.3,-4%,4%,4%,-2%,-10%,-2,13%
COc1cccc(CNC(=O)C2CCCN(C(=O)c3ccc(Cl)cc3)C2)c1 (centres undefined),-0.2,-1%,-4%,14%,-1%,12%,-4,4%
COc1ccc(NC(C)=O)cc1NC(=O)CN1CCN(C2c3ccccc3-c3ccccc32)CC1,0.4,0%,-3%,-10%,7%,17%,11,6%
COc1ccccc1S(=O)(=O)N(C)C[C@@H]1Oc2ncc(-c3ccc(C)cc3)cc2C(=O)N([C@H](C)CO)C[C@@H]1C,-3.6,-19%,-10%,-5%,3%,5%,7,44%
CCCC(=O)C1=C(O)C(C(=O)OC)C(C)(C)CC1=N (centres undefined),0.7,-7%,-17%,-12%,10%,1%,-2,-17%
CCc1nnc(NC(=O)c2cnccn2)s1,-0.5,2%,-5%,4%,-3%,8%,-1,-1%
COc1ccc(CNC(=O)COC(=O)c2cccnc2Nc2cccc(C(F)(F)F)c2)cc1,-2.7,?,8%,4%,-9%,11%,4,-14%
Cn1cc(C(=O)C(=O)N2CCOCC2)c2ccccc21,-0.4,-12%,10%,11%,2%,14%,3,-2%
COc1ccc(NC(=O)c2cc3c(-c4ccc(OC)c(OC)c4)nn(C)c3s2)cc1OC,-3.5,1%,12µM*,6%,-11%,16%,0,42%

# Entries of single compounds from above.
# Profile of CCOc1ccccc1C1c2[nH]c3ccccc3c2C[C@H]2C(=O)N(C3CCN(Cc4ccccc4)CC3)CC(=O)N12 (some centres undefined) : IL2 activator = -4.8; PLK1 PBD inh = -10%; WRN inhibitor = 5%; EPAC1 antag = 5%; EPAC1 agonist = 20%; Abeta rescue = -2%; PI5P4Ka inh = -4; FUS suppressor = ?
# Profile of Cc1ccccc1N1C(=O)C(Oc2ccc(Cl)cc2)C1CNCC1CCCO1 (centres undefined) : IL2 activator = 0.8; PLK1 PBD inh = -3%; WRN inhibitor = 8%; EPAC1 antag = -8%; EPAC1 agonist = 1%; Abeta rescue = 1%; PI5P4Ka inh = 9; FUS suppressor = -11%
# Profile of COc1ccc2sc(N(CCCN(C)C)C(=O)c3ccc(S(=O)(=O)N4CCCc5ccccc54)cc3)nc2c1 : IL2 activator = -1.3; PLK1 PBD inh = -10%; WRN inhibitor = -14%; EPAC1 antag = -18%; EPAC1 agonist = 17%; Abeta rescue = 23%; PI5P4Ka inh = 0; FUS suppressor = ?

# Compound activity (PubChem BioAssay)

# This is a random part of the collection; any-hit rate near 4.1%.
